PV pol inh – inhibitors of poliovirus RNA polymerase binding and polymerization | AID 588519 | poliovirus polymerase elongation, fluorescence polarization; hits give low values | P03300 | % elongation, % (compound at 16.7 µg/mL) | 0.66% of 150,000 active; in the data active = % elongation below about 90%; also: some results filed as inactive read as strong as hits
Target sequence (P03300 1749-2209 limits assumed): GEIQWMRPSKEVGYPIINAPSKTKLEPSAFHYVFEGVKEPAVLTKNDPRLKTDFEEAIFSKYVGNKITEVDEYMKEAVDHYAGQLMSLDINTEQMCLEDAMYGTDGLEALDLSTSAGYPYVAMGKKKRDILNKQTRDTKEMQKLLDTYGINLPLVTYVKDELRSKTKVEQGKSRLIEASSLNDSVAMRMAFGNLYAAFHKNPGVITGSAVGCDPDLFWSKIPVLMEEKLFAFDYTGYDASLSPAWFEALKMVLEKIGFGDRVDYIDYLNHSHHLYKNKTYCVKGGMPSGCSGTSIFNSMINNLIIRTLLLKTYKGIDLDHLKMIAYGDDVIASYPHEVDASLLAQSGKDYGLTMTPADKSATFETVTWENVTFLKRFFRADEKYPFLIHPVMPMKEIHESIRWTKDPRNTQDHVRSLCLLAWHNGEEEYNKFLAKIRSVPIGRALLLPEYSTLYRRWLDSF
PV pol inh FP z-score – second read-out of PV pol inh, no call of its own (marks repeat the call); z-score; measured here: FP z-score; hits read low
The depositor's hits bear a star. Some of the compounds tested. The share of hits here may be higher or lower than overall.

SMILES	PV pol inh	PV pol inh FP z-score
O=C(O)c1ccc(I)o1	101	0.2
N#Cc1cccnc1Nc1ccc(Cl)c(Cl)c1	104	0.2
COC(=O)c1ccc(Nc2nnc(Cc3ccc(Cl)cc3)c(=O)[nH]2)cc1	101	0.2
Nc1cc(Cl)ccc1C(=O)OC1CCOC1=O (configuration not stated)	108	0.4
CC(C)(C)OC(=O)N1CCC(c2c(C(=O)NCCc3ccsc3)cnn2-c2ccccc2Cl)CC1	98	-1.7
Cc1cc2nc(-c3ccc(NC(=O)c4ccc(OCC(C)C)cc4)cc3)oc2cc1C	108	0.3
CN(C)C(=O)C(OC(=O)Cc1n[nH]c(=O)c2ccccc12)c1ccccc1 (configuration not stated)	97	-0.5
CCOc1ccc(CNC(=O)Cn2c(=O)c3cccn3c3cccnc32)cc1	110	0.5
CCOCCCNC(=O)c1c(NC(=O)c2nc(SC)ncc2Cl)sc2c1CCCC2	112	1.5
CCc1ccc(NC(=O)CN2C(=O)C(c3ccccc3)=NC23CCCCCC3)cc1	106	-0.1
Cc1ccc2oc(C(=O)Nc3c(C(=O)c4ccc(C)c(F)c4)oc4ccccc34)cc(=O)c2c1	105	-0.4
O=C(NCc1ccc2c(c1)OCO2)c1ccc2c(c1)N(Cc1ccc(F)cc1)C(=O)c1ccccc1S2=O (configuration not stated)	107	0.2
O=C(c1ccco1)N1CCN(C(=O)C2CCCN(S(=O)(=O)Cc3ccccc3)C2)CC1 (configuration not stated)	101	0
COC(=O)C1=C(O)/C(=C\c2cccs2)N=C1C	101	-0.2
CC(C)COC(=O)Nc1nnc(SCCOc2ccccc2)s1	100	-0.2
CCN(CC)CCCNC(=O)c1c2c(nc3ccccc13)C(=O)N(C1CCCCC1)C2	103	-0.2
O=C1C(Sc2ncn[nH]2)=C/C(=N/S(=O)(=O)c2cccs2)c2ccccc21	87*	-3.8*
O=C(COCc1cc(-c2ccc3c(c2)OCO3)on1)N1CCN(c2cccc(Cl)c2)CC1	104	-0.8
CCc1cccc(NC(=O)c2ccc3c(=O)n4c(nc3c2)CCCCC4)c1	101	-0.3
CCCOCc1cc(CN2CCN(c3ccccc3OC)CC2)c(O)c2ncccc12	125	3.1
O=C1Nc2ccccc2Oc2cc(Oc3cccc(Cl)c3)ccc21	107	0.5
CC(C)c1ccc(N2C(=O)C=CC2=O)cc1	100	-0.1
Cc1ccnc(SCC(=O)Nc2cccc(C(F)(F)F)c2)n1	101	-0.4
Cc1ccc(C(=O)n2cnnc2N)cc1	100	0
CCOC(=O)c1c(-c2cccs2)csc1NC(=O)COC(=O)c1ccc(-n2cnnn2)cc1	102	0
CCOc1ccc(-c2nnc(SCC(=O)NCc3ccccc3)nc2-c2ccc(OCC)c(OC)c2)cc1OC	110	0.6
CCOc1ccc(CCNC(=O)c2csc3c2CCCCC3)cc1	105	0.1
CCc1ccc(C(=O)c2cn(CC(=O)NCCc3ccccc3)c3nc(C)ccc3c2=O)cc1	105	-0.4
CCN1CCN(C(c2ccc(SC)cc2)c2c(O)cc(C)n(Cc3ccco3)c2=O)CC1 (configuration not stated)	95	-3
O=C(CCc1ccccc1)NNc1c(Cl)cncc1Cl	105	1.2

Quoted at random: seven entries already listed.
SMILES	PV pol inh	PV pol inh FP z-score
CCOc1ccc(CCNC(=O)c2csc3c2CCCCC3)cc1	105	0.1
CCc1ccc(C(=O)c2cn(CC(=O)NCCc3ccccc3)c3nc(C)ccc3c2=O)cc1	105	-0.4
Cc1ccnc(SCC(=O)Nc2cccc(C(F)(F)F)c2)n1	101	-0.4
CCOC(=O)c1c(-c2cccs2)csc1NC(=O)COC(=O)c1ccc(-n2cnnn2)cc1	102	0
O=C1Nc2ccccc2Oc2cc(Oc3cccc(Cl)c3)ccc21	107	0.5
CC(C)c1ccc(N2C(=O)C=CC2=O)cc1	100	-0.1
Cc1ccc(C(=O)n2cnnc2N)cc1	100	0

The list continues:
SMILES	PV pol inh	PV pol inh FP z-score
O=C(Nc1ccccc1F)c1ccc2c(Cl)c3c(nc2c1)CCC3	101	-1.4
COc1cc2c(c(OC)c1OC)C(c1ccc(N(C)C)cc1)C1=C(CC(C)(C)CC1=O)N2 (configuration not stated)	102	0.2
CCc1nn2c(=O)cc(COC(=O)c3cccc(NC(=O)c4ccccc4C)c3)nc2s1	111	1.3
Cc1ccc(-n2c(N)c(C(=O)NCc3ccco3)sc2=S)cc1	101	0.1
COC(=O)NC(C)N1C(=O)C2C3C=CC(C3)C2C1=O (configuration not stated)	103	0.3
CCc1ccc(NC(=O)Cn2cc(S(=O)(=O)c3ccccc3)c(=O)c3ccccc32)cc1	102	0.3
COc1nccnc1NS(=O)(=O)c1ccc(NCc2ccccc2O)cc1	101	0
O=C(C1CCC1)N1CCCc2cc(S(=O)(=O)N3CCN(c4ccccc4)CC3)ccc21	105	-0.4
COc1ccc(CCNC(=O)CSc2nc3cc(OC)c(OC)cc3c3nc(C)nn23)cc1OC	101	-0.7
O=C(CSc1ncccn1)NCCC1=CCCCC1	103	0.3
COc1ccccc1N1CCN(CCCNC(=O)c2cnn(-c3cccc(Cl)c3)c2C2CCN(C(=O)OC(C)(C)C)CC2)CC1	105	-0.3
C/C(Cc1ncn(-c2cc(C)on2)n1)=N\OC(=O)Nc1ccc(Cl)cc1	102	0.2
CCc1ccc(NC(=O)CSc2nccn2-c2ccc(F)cc2)cc1	104	-0.9
O=S(=O)(c1ccc(NC2CN3CCC2CC3)nc1)N1CCCC1 (configuration not stated)	103	-0.2
O=C(COc1cc(Cl)ccc1Cl)Nc1cccc2nsnc12	105	0.4
CCOC(=O)CC(N)c1cccs1 (configuration not stated)	99	-0.3
Cc1cc2c(SCC(=O)c3cccs3)ncnc2s1	103	0.6
CC(=O)Nc1nonc1-c1nnc(SCc2ccccc2C)n1C	103	-0.7
COc1ccccc1NC(=O)CSc1ccccn1	100	-0.6
O=C(CNC(=O)c1cccs1)c1ccc(F)cc1	102	0.1
FC(F)(F)c1ccc(Cn2cnc3ccccc32)cc1	98	-1.1
Cc1ccc(CN2C(=O)c3ccccc3S(=O)(=O)c3ccc(C(=O)OCC4CCCO4)cc32)cc1 (configuration not stated)	106	-0.2
O=C(COc1cccc2ccccc12)N1c2ccccc2CCc2ccccc21	102	0.2
O=C(CSc1nnc2scc(-c3ccccc3)n12)N1CCCCCC1	101	0.1
CC(C)=CCCC12CCC(CO)(CO1)C(C)C2 (configuration not stated)	101	-0.4
COc1cc(S(=O)(=O)N(CCc2ccccc2)Cc2cccs2)ccc1-n1cnnn1	103	0.7
COC(=O)c1ccc(NC(=O)c2c(NCc3cccc(F)c3)sc3c2CCCC3)cc1	114	1.5
Cc1oc(C(C)(C)C)cc1C(=O)Nc1ccc(N(C)C)cc1	101	-0.2
Cc1nnc(NC(=O)CSc2nccn2Cc2ccc(F)cc2)s1	113	1.3
CCOC(=O)c1cc(C)n(CC2CCC(C(=O)Nc3ccc(Cl)cc3)CC2)c1C (configuration not stated)	115	1.3
O=C(Nc1ccc(NC(=S)NC(=O)c2cc3ccccc3o2)cc1)c1ccco1	105	1
Cc1cc(C)n(CCCNC(=O)CSc2nnc(C(F)(F)F)n2C)n1	101	-0.2
CCC(C)NC(=O)Nc1ccc(C)c(Cl)c1 (configuration not stated)	108	0.6
O/N=C1\CCCCc2c1[nH]c1ccc(C3CCCCC3)cc21	103	0.1
Cc1cc(C)nc(-n2nc(C)c3c2NC(=O)CC3c2cccc(O)c2)n1 (configuration not stated)	110	0.7
Cc1ccc(CN2C(=O)CCC2C(=O)NCCCN2CCCCC2)cc1 (configuration not stated)	99	-0.7
CC(=O)Nc1ccc(C(=O)OCC(=O)C(C)(C)C)cc1	104	1.6
CCn1cc(C(=O)NC2CCCC2)c(=O)c2cc(S(=O)(=O)N3CCCCC3)ccc21	106	1.5
COc1cc(C(=O)Nc2ccc(OCc3cc(=O)n4cccc(C)c4n3)cc2)cc(OC)c1OC	105	-0.2
COc1ccc(/C(C#N)=C/c2ccc3c(c2)OCO3)cc1OC	100	-0.1
O=C(NC1CCCCC1)C(c1ccc(F)cc1)N(Cc1ccco1)C(=O)c1ccccn1 (configuration not stated)	104	0.7
Cc1nn2c(=O)cc(COC(=O)c3cccc(NC(=O)c4cccs4)c3)nc2s1	101	-1.3
Cc1ccc(C(=O)Nc2nnc(S(=O)(=O)N3CCN(c4ccc(F)cc4)CC3)s2)cc1	109	0.2
N#CC(C#N)=Cc1cn(-c2ccccc2)nc1C12CC3CC(CC(C3)C1)C2	102	0.2
CN(Cc1ccc(Br)s1)Cc1cc2c(cc1O)OCO2	96	-0.5
CC1CCC(NC(=O)Nc2cn(C)c(=O)c3ccccc23)CC1 (configuration not stated)	92	-3.7
N#C/C(=C\c1ccc(Br)cc1)c1nc(-c2cc3cc(Br)ccc3oc2=O)cs1	106	0.4
COc1cccc(N(C)C(=O)c2ccc(Cl)c(S(=O)(=O)N(C)C)c2)n1	102	0.1
CNS(=O)(=O)c1cn(CC(=O)N2CCN(c3cccc(C)c3C)CC2)cc1S(=O)(=O)NC	101	-0.7
O=C1N2CCSC2=NC1(Nc1nccs1)C(F)(F)F (configuration not stated)	100	0
The list continues.
SMILES	PV pol inh	PV pol inh FP z-score
CCOc1ccc(-c2cc(CCCC(=O)Nc3ccc(CC)cc3)no2)cc1	102	0.2
CCCNC(=O)Cn1ncc2c3ccccc3n(Cc3ccccc3)c2c1=O	103	0.1
Cc1ccc2occ(CC(=O)Nc3nc4ccc(S(C)(=O)=O)cc4s3)c2c1	102	0.1
COc1cccc(-c2nc(C(N)=O)c3c(n2)n(-c2cccc(OC)c2)c(=O)n3C)c1	101	0.1
CC(C)(C)NC1=C(C(=O)c2ccccc2)N(CC(=O)c2ccccc2)S(=O)(=O)c2ccccc21	104	0.6
CCC(CC)C(=O)Nc1ccc(OCc2cc(=O)n3c4c(sc3n2)CCCC4)cc1	104	-0.1
CC(=O)NNc1ccc2nc(C)sc2c1	99	-0.1
CC(C)(C)P(=NC(=O)COc1ccccc1)(N1CCCCC1)N1CCCCC1	100	-0.2
O=C(NCc1ccc(Cl)cc1)c1ccc(CSCc2cccc(Cl)c2)o1	91	-2.6
Cn1nc(C(=O)N(CCCN2CCOCC2)Cc2ccco2)c2c1-c1ccccc1SC2	103	0.7
Cc1ccccc1-c1nc(C#N)c(NCCN2CCOCC2)o1	101	0.2
O=C1C2CC=CCC2C(=O)N1c1ccccc1O (configuration not stated)	100	-0.6
COC1C=CC23c4cc5c(cc4CN(C[C@H]2O)[C@@H]3C1)OCO5 (some centres not stated)	100	0.1
COCC(C)NS(=O)(=O)c1ccc(NC(=O)C(Cc2ccccc2)NC(N)=O)cc1 (configuration not stated)	102	0.2
Cc1ccc(CCNC(=O)C2CCN(c3nc4ccccc4o3)CC2)cc1	102	-0.1
C/C(=N\NC(=O)c1cccc(S(=O)(=O)Nc2ccc(C)cc2C)c1)c1ccco1	99	-0.3
Cc1oc(-c2cccc(Br)c2)nc1Cn1c(SCc2cccc(F)c2)nc2cccnc21	112	0.3
O=C(CN1C(=O)C2C3C=CC(C3)C2C1=O)NCC12CC3CC(CC(C3)C1)C2 (configuration not stated)	106	0.5
CCc1ccc2nc(N(CCN(C)C)C(=O)C3COc4ccccc4O3)sc2c1 (configuration not stated)	102	0
Cn1c2c(c3ccccc31)CCc1nonc1-2	101	-0.2
CCN(c1ccccc1)c1nnc(NC(=O)Nc2cccc(OC)c2)s1	101	-0.4
CC(C)CC(C(=O)O)N1C(=O)C2C3c4ccccc4C(c4ccccc43)C2C1=O (configuration not stated)	102	-0.2
C1=C(c2ccccc2)Nc2ncnn2C1c1ccccc1 (configuration not stated)	103	0.7
Cc1cccc(C)c1N1CC(c2nc3ccccc3n2CC(=O)OC(C)C)CC1=O (configuration not stated)	113	1.2
O=C(CSCCCc1ccccc1)NC1CCS(=O)(=O)C1 (configuration not stated)	105	0.3
COC(=O)CN1C(=S)N(C)C(=O)/C1=C/c1ccc(-c2ccc(Cl)cc2)o1	106	1.2
CN(C)CCCn1c(-c2ccccc2)cc(=S)c2c1CCCC2	102	-0.2
COC(=O)c1c(NC(=O)CCS(=O)(=O)c2ccc(F)cc2)sc(C)c1C	103	0.1
OCc1cn(-c2ccccc2)nn1	102	-0.1
Oc1ccc(/C=N/n2cc(-c3ccccc3)[nH]c2=S)cc1	100	-0.3

Part of the list above, with values under each structure.
Screens in order: PV pol inh | PV pol inh FP z-score
> CC(C)CC(C(=O)O)N1C(=O)C2C3c4ccccc4C(c4ccccc43)C2C1=O (configuration not stated)
  102 | -0.2
> C1=C(c2ccccc2)Nc2ncnn2C1c1ccccc1 (configuration not stated)
  103 | 0.7
> Cc1cccc(C)c1N1CC(c2nc3ccccc3n2CC(=O)OC(C)C)CC1=O (configuration not stated)
  113 | 1.2
> O=C(CSCCCc1ccccc1)NC1CCS(=O)(=O)C1 (configuration not stated)
  105 | 0.3

Later entries:
SMILES	PV pol inh	PV pol inh FP z-score
O=C1NC(CCC2CCCCC2)Oc2ccccc21 (configuration not stated)	101	0
O=C(COCc1cc(-c2ccco2)on1)Nc1cc(Cl)ccc1O	112	1.2
CN(C(=O)c1ccccc1C(=O)O)C1CCCCC1	100	-0.4
COC(=O)Nc1ccc(S(=O)(=O)N(C)CC(F)(F)C(F)F)cc1	99	-1
Cc1cc(=O)[nH]c(SCC(=O)N2CCc3ccccc32)n1	100	-0.2
CCc1cccc(NC(=O)CC(=O)Nc2ccc3nc4n(c(=O)c3c2)CCCCC4)c1	103	0.4
Cc1ccc(S(=O)(=O)/N=C(\c2ccccc2)n2nnc3ccccc32)cc1	106	0.9
CCOc1ccc(C(=O)N2CCN(CCc3ccccn3)CC2)cc1	109	0.2
CC1(C)CC(=O)C2=C(C1)Nc1nc(N)[nH]c(=O)c1C2c1ccc(F)cc1 (configuration not stated)	99	-0.5
O=C(CSc1ncn(-c2ccccc2)n1)Nc1ccc(N2CCOCC2)cc1	101	-0.3
O=S(=O)(c1ccc(-n2cccn2)cc1)N1CCn2c1nc1ccccc12	102	-0.3
O=C(CSc1nc2cc3c(cc2c(=O)n1CCC(=O)N1CCN(c2ccccc2)CC1)OCO3)c1ccccc1	100	-0.2

From PubChem
